Mdm2 MdmX PPI: disrupts the human Mdm2-MdmX interaction; actives 3% (n = 330,000); inhibition, % at 8 µM; O15151+Q00987; SaOS-2 split-luciferase Mdm2/MdmX complementation, luminescence;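 active = inhibition of at least 50% at 8 µM in the primary screen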
tim10-1 inh: tim10-1 yeast growth inhibition; inhibition, % at 20 µM; actives 2.2% (n = 330,000); S. cerevisiae tim10-1 ts strain growth, BacTiter-Glo, 24 h;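 active = inhibition of at least 40%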;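 note: mutant grown at 25 °C; 0% = DMSO wells with yeast and 100% = wells holding no yeast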
TIM10 inh: inhibits growth of TIM10 yeast strain; S. cerevisiae TIM10 strain growth, BacTiter-Glo luminescence, 24 h; AID 463195; actives 1.4% (n = 330,000); inhibition, % at 10 µM;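 active = inhibition of 40% or more at the single tested concentration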;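 note: wild-type TIM10 isogenic control strain grown at permissive 25 °C; 0% = DMSO yeast wells and 100% = minimal medium wells without yeast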
UPR XBP1 act: activators of adaptive arm of unfolded protein response (XBP1); actives 0.33% (n = 330,000); AID 463104; activation, % at 20 µM; CHO-XBP1 luciferase reporter, IRE1-XBP1 UPR activation, luminescence; percent of tunicamycin response, DMSO as zero;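 active = versus positive control, 20 µM dose yields 30% or more activation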;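 note: 100% = tunicamycin at 10 µg/mL and 0% = DMSO only wells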
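Material: CHO cell line with stable XBP1 luciferase reporter; schedule: 16-18 h cell attachment at 37 °C, then 6 h compound exposure; signal: glow luminescence from Steady-Glo reagent; medium: serum-containing F12 medium, 10% FBS; benchmarks: tunicamycin 10 µg/mL and vehicle-only wells; read-out: percent activation relative to tunicamycin reference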
APJ agonist: activates the human apelin receptor APJ; CHO-K1 APJ PathHunter beta-arrestin, luminescence; 0% DMSO wells, 100% apelin; activation, % at 20 µM; actives 0.11% (n = 330,000); AID 2520;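 active = activation more than six SD over the plate average, tested at 20 µM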;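 note: 0% = DMSO alone and 100% = apelin-13 at 10 nM; some results filed as inactive read as strong as hits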
Target sequence (P35414 whole entry, looked up): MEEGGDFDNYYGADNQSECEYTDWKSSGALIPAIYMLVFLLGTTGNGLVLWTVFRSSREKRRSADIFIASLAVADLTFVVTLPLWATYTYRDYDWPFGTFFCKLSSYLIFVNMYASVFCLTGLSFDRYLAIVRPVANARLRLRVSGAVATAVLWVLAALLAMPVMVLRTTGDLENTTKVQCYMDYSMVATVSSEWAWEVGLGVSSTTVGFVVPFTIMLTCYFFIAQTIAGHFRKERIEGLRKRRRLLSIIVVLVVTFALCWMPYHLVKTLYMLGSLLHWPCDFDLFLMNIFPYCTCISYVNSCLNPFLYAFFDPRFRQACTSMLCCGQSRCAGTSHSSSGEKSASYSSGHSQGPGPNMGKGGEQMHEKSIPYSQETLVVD
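Material: engineered CHO-K1 APJ arrestin reporter cells; amount: 1000 CHO-K1 reporter cells seeded per well; incubation: compound stimulation 90 min at 25 °C, detection 60 min; signal: luminescent beta-gal fragment complementation, chemiluminescent substrate; read-out basis: APJ agonist activity; controls: DMSO-only wells as negative, 10 nM Apelin-13 as positive control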
tim23-1 inh: growth inhibitors of tim23-1 mutant yeast; inhibition, % at 20 µM; S. cerevisiae tim23-1 growth, BacTiter-Glo luminescence, 24 h; actives 1.3% (n = 330,000);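 active = growth inhibition of the mutant yeast at or above 50%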;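 note: temperature-sensitive mutant grown at 25 °C; plate controls were DMSO-treated mutant yeast for no effect and medium wells lacking yeast for full effect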
CXCR6 inh: inhibitors of human CXCR6 receptor | inhibition, % at 20 µM | CHO-K1 PathHunter CXCR6 beta-arrestin, luminescence | actives 0.36% (n = 360,000) | O00574; in the data active = inhibition above about 34%, passing the limit was not always enough;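 note: antagonist mode with CXCL16 agonist at 10 nM final; 0% = 10 nM CXCL16 with DMSO and 100% = unstimulated wells without agonist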
Target sequence (O00574 whole entry, looked up): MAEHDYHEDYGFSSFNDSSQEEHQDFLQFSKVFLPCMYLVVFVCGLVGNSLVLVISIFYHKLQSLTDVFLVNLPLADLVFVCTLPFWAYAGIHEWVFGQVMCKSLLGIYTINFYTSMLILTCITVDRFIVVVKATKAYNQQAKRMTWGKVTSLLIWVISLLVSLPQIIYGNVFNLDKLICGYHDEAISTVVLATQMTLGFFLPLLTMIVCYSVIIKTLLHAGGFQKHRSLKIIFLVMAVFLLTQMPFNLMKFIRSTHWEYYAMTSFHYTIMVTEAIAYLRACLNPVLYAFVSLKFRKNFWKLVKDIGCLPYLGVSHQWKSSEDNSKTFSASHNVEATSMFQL
CHOP UPR activ: apoptotic UPR (CHOP) activation | CHO-CHOP luciferase reporter, luminescence; percent of tunicamycin response over DMSO baseline | activation, % at 10 µM | actives 0.34% (n = 330,000) | AID 449763;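 active = at 10 µM dose, activation of 40% or more, normalized to positive control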;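 note: 100% = tunicamycin at 10 µg/mL and 0% = DMSO alone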
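Material: CHO-CHOP cells, stable luciferase reporter of PERK-eIF2a-CHOP signalling; quantity: 500 reporter cells seeded per well; buffer or medium: F12 medium containing 10% fetal bovine serum; compound: one dose, 10 µM in 0.5% DMSO; incubation: 6 h compound treatment, 37 °C; measured by: Steady-Glo luciferase luminescence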
APJ antag: APJ receptor antagonism; CHO-K1 APJ beta-arrestin complementation, luminescence; AID 2521; actives 0.32% (n = 330,000); inhibition, % at 20 µM;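 active = inhibition above about 40% at 20 µM, limit read from the data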;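 note: cells challenged with 10 nM apelin-13 agonist together with compound; plate controls were apelin-13 plus DMSO wells for no effect and DMSO wells lacking apelin-13 for full effect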
* hit, by the source's call; . = not tested or not shown. This is a subset (hit frequency here may not be typical).

SMILES	Mdm2 MdmX PPI	tim10-1 inh	TIM10 inh	UPR XBP1 act	APJ agonist	tim23-1 inh	CXCR6 inh	CHOP UPR activ	APJ antag
CCC/C=C1/CCCOC(C(=O)NCc2ccc(S(C)(=O)=O)cc2)(C(F)(F)F)C1 (stereo not drawn)	-2	17	5	-1	-6	21	-3	-2.0	14
O=C(CN1C(=O)NC(c2ccccc2)(c2ccccc2)C1=O)NCc1ccc(F)cc1	-1	-5	1	-2	-1	5	-4	-2.4	-7
COCCn1c(C)cc(C(=O)COC(=O)C23CC4CC(CC(O)(C4)C2)C3)c1C	46	9	7	-4	0	17	-6	-0.6	-8
Cc1cccc(C)c1NC(=O)CSc1nnnn1-c1ccc(C(=O)O)cc1	0	-3	4	-2	-3	3	-9	1.1	4
NS(=O)(=O)c1ccc(CCNC(=O)c2cc([N+](=O)[O-])ccc2N2CCOCC2)cc1	-52	7	5	-2	-5	15	14	1.5	6
COC(=O)C(CC(C)C)NC(=O)C(N)Cc1ccccc1 (stereo not drawn)	17	5	-1	1	-2	8	-5	-1.9	-6
Clc1cccc(OCc2nc(-c3ccncc3)n[nH]2)c1	15	6	-9	0	-2	4	-8	0.1	-27
CC(=O)Nc1ccc(OC(F)(F)Cl)cc1	7	14	9	1	3	1	-5	5.1	0
COc1ccc(C(C)(C)C)cc1NC(=O)Nc1ccc2c(c1)OCO2	48	33	29	2	2	48	5	-0.4	-9
CCc1ccc(C(C(=O)NC2CCCCC2)N(C(=O)c2ccccn2)c2cccnc2)cc1 (stereo not drawn)	-7	3	-1	-3	-4	1	.	-2.9	5
COc1cccc(CC(=O)OCC(=O)NC2CCCC2)c1	-13	30	1	-3	-2	17	1	2.3	-14
CCC(C(=O)Nc1cc(Cl)ccc1OC)c1ccccc1 (stereo not drawn)	20	29	22	-1	0	27	-1	-3.3	-3
Cc1ccc(S(=O)(=O)N(CC(=O)N2CCC(C)CC2)c2ccccc2)cc1	-22	20	15	-2	0	31	-10	2.1	-2
[O-]c1c[n+](-c2ccccc2)no1	13	-3	1	1	-6	-10	3	1.6	21
CCCOc1ccc(C(O)(CCC)CCN2CCCCC2)cc1 (stereo not drawn)	6	12	-1	0	-4	1	-7	0.3	15
COc1ccc(N(CC(=O)NCc2ccc(Cl)cc2)S(=O)(=O)c2c(C)nn(C)c2C)cc1	48	23	0	-3	-4	18	5	4.4	-5
COC(=O)c1ccc(CSc2nnc(CS(=O)Cc3ccc(Br)cc3)n2-c2ccccc2)cc1 (stereo not drawn)	5	24	24	0	-2	42	-1	-0.2	-4
CCc1ccc(NC(=O)C2CCN(c3ncnc4c3nc3n4CCCCC3)CC2)cc1	20	28	25	-6	1	3	0	-0.8	6
COC(=O)c1c(-c2ccc(OC)c(OC)c2)csc1N	6	32	1	-1	-6	12	1	0.7	-4
CC(C)OC(=O)Cn1cnc2ccc(Br)cc2c1=O	-15	11	0	4	3	13	0	0.6	-4
O=[N+]([O-])c1ccc(CSc2nc3ccccc3[nH]2)cc1	-144	34	33	0	-1	38	-14	4.3	-15
O=C(NCCc1ccc(Cl)cc1)C1CC(=O)N(C2CCCC2)C1 (stereo not drawn)	13	-2	-4	-2	-4	3	4	0.7	14
COc1ccc(NC(=S)NCCN2CCOCC2)cc1	10	7	5	-7	-3	-4	-6	1.5	-1
CCOC(=O)C1CCN(C(=O)C2CCN(c3ncnc4c3nc3n4CCCCC3)CC2)CC1	12	8	-4	0	5	0	-2	-0.8	27
CCCn1c(C)cc(C(=O)COC(=O)c2c(C)nn(-c3ccccc3)c2C)c1C	1	34	24	-5	0	40	9	0.1	15
COc1ccc(NC(=O)Nc2cccc(NC(C)=O)c2)c(OC)c1	-30	5	8	1	0	5	9	1.2	2
O=C(CN(C(=O)CNS(=O)(=O)c1ccc(F)cc1)c1cccc(F)c1)NCC1CCCO1 (stereo not drawn)	-2	13	12	1	-1	16	-11	0.1	-8
C/C(=N\OCC(=O)Nc1nc2ccccc2s1)c1ccccc1	17	19	21	-1	1	39	-3	0.7	-13
CC(=O)c1ccc(NCC(=O)N2CCN(c3ccccc3)CC2)cc1	12	3	-11	-1	-1	-11	1	-2.1	11
CN(C)c1ccc2c(O)cc(=O)n(C)c2c1	26	-4	-7	-1	5	-11	-8	0.2	-14
Cc1nc(NCCCO)c(C#N)c2c1COC(C)(C)C2	32	1	-2	0	3	10	-2	-0.2	-18
O=C(NNS(=O)(=O)c1ccccc1[N+](=O)[O-])c1ccc(F)cc1	13	9	14	2	-2	33	-3	-0.9	-29
Cc1cc(C)n2nc(CNS(=O)(=O)c3ccc([N+](=O)[O-])cc3)nc2n1	-34	6	-5	-1	5	-8	-13	2.0	-27
CC1Cc2cc(/C(O)=C3\C(=O)C(=O)N(Cc4ccncc4)C3c3ccccc3F)ccc2O1 (stereo not drawn)	2	-10	0	-1	-3	3	6	-1.0	12
CCOc1ccc(CN2C(=O)c3ccccc3Sc3ccc(C(=O)NCCCN4CCOCC4)cc32)cc1	48	1	-7	-7	-3	-3	10	-0.6	8
CC1(C)CSC(=S)N1S(=O)(=O)c1ccccc1	4	-29	-11	3	-3	5	-5	-0.1	20
CCN(CC)c1ccc(CN2CCCCCC2)cc1	15	-10	-7	9	-3	3	-1	-1.1	5
Cc1c(O)ccc(C(=O)CN2CCN(c3ccccc3)CC2)c1O	8	20	-26	-2	1	20	4	1.7	-14
Nc1scn[n+]1Cc1cccc2cccnc12	-25	0	-13	-2	-2	22	16	-0.4	0
CCOC(=O)c1cn(Cc2c(C)c(C)c(C)c(C)c2C)nn1	13	9	4	-5	1	-5	6	3.0	6
Cc1ccc(C(=O)Nc2ncc(Cc3ccc(SC(F)F)cc3)s2)cc1	39	1	10	9	4	-5	-18	-0.7	-12
COc1cc(/C=N/NC(=O)c2cc(-c3ccccc3Cl)nc3ccccc23)cc(OC)c1O	-11	6	4	5	4	31	5	2.9	2
CCCCCCc1c(C)c2ccc(OCC(=O)N3CCC[C@H]3C(=O)O)c(C)c2oc1=O	1	5	8	-3	-5	4	0	-0.4	20
CC1CCCC(NC(=O)c2cccc(S(=O)(=O)NCc3ccccc3)c2)C1C (stereo not drawn)	-4	12	7	1	-4	31	6	-0.2	18
Cc1nc2ccccc2n1CC(=O)NN	1	6	11	0	-2	-5	-9	2.4	2
O=C(c1nc(SCc2ccc([N+](=O)[O-])cc2)n2ccccc12)C(F)(F)F	21	22	6	-2	3	9	-1	1.0	13
Cc1cccc(OCC(=O)Nc2ccccc2C(F)(F)F)c1	-17	2	-1	1	-6	10	2	4.0	-4
Cc1cnc(C(=O)OCC(=O)c2c[nH]c3ccccc23)cn1	8	1	9	-1	1	-3	-2	-0.5	-23

Pulled by structure from the entries so far, 6 records:
SMILES	Mdm2 MdmX PPI	tim10-1 inh	TIM10 inh	UPR XBP1 act	APJ agonist	tim23-1 inh	CXCR6 inh	CHOP UPR activ	APJ antag
CC(=O)c1ccc(NCC(=O)N2CCN(c3ccccc3)CC2)cc1	12	3	-11	-1	-1	-11	1	-2.1	11
COc1ccc(NC(=O)Nc2cccc(NC(C)=O)c2)c(OC)c1	-30	5	8	1	0	5	9	1.2	2
NS(=O)(=O)c1ccc(CCNC(=O)c2cc([N+](=O)[O-])ccc2N2CCOCC2)cc1	-52	7	5	-2	-5	15	14	1.5	6
Cc1nc2ccccc2n1CC(=O)NN	1	6	11	0	-2	-5	-9	2.4	2
COCCn1c(C)cc(C(=O)COC(=O)C23CC4CC(CC(O)(C4)C2)C3)c1C	46	9	7	-4	0	17	-6	-0.6	-8
COc1ccc(N(CC(=O)NCc2ccc(Cl)cc2)S(=O)(=O)c2c(C)nn(C)c2C)cc1	48	23	0	-3	-4	18	5	4.4	-5

The results go on:
SMILES	Mdm2 MdmX PPI	tim10-1 inh	TIM10 inh	UPR XBP1 act	APJ agonist	tim23-1 inh	CXCR6 inh	CHOP UPR activ	APJ antag
CCC(C)c1ccc(OCCCCN2CCOCC2)cc1 (stereo not drawn)	4	-63	-33	0	-5	-117	-12	1.7	0
CCOc1cccc2cc(C(N)=O)c(=NCc3ccccc3)oc12	35	32	26	-2	-4	27	4	-0.6	16
Cc1c(NC(=S)NC(NC(=O)C(C)C)C(Cl)(Cl)Cl)c(=O)n(-c2ccccc2)n1C (stereo not drawn)	5	13	-24	-1	2	8	-2	0.7	-1
C/C(=C(/NC(=O)c1ccccc1)C(=O)O)c1ccco1	-5	19	-2	-3	-3	2	13	-0.3	18
O=[N+]([O-])C(=C1Nc2ccccc2N1)C(Cl)=C(Cl)Cl	-8	-9	24	-2	-2	38	1	-1.6	2
CSc1ccc2c(c1)N(CCC1CCCCN1C)c1ccccc1S2 (stereo not drawn)	94*	23	53*	0	-5	17	-5	2.3	22
COc1ccc(C2=CC(c3ccco3)n3ncnc3N2)cc1 (stereo not drawn)	13	24	15	2	-5	15	-6	9.2	7
COc1ccc(N(CC(=O)Nc2cc(OC)ccc2OC)S(=O)(=O)c2c(C)nn(C)c2C)cc1	14	14	7	9	-4	12	-2	-0.5	9
N/C(Cn1cncn1)=N\NC(=O)c1ccc(Cl)cc1Cl	4	17	0	-1	0	15	4	0.3	-2
COc1ccc(NCC(=O)N/N=C/c2ccc3c(c2)OCCO3)cc1	-4	5	11	1	5	11	-8	2.4	22
CCOc1cc(-c2ccccc2)nc(N)n1	-34	19	-23	0	-7	3	10	4.6	-2
COc1cc(-c2ncc3ccccn23)cc(OC)c1OC	20	10	4	-1	-4	2	3	-1.8	-5
COCCNC(=O)c1ccc(S(=O)(=O)c2ccc(Cl)cc2)c(NC(C)=O)c1	15	-6	13	-2	-5	2	-24	2.0	-10
CCCNS(=O)(=O)c1ccc(OCC(=O)OC)cc1	15	17	-9	2	-3	-7	2	0.1	1
Cc1ccc(C(=O)COC(=O)CSc2cccc3cccnc23)c(C)c1	3	2	-8	3	-3	7	15	2.3	9
COC(=O)c1cc(C(=O)N2CCN(c3ccccc3OC)CC2)cc([N+](=O)[O-])c1	52*	13	14	4	-2	-6	0	1.3	0
COc1cc(CNC2CCCCCC2)cc(OC)c1	18	-5	-7	1	-6	-11	1	-0.7	-6
COC(=O)C1=C(CSc2nncn2C)NC(=O)NC1c1ccc(F)cc1 (stereo not drawn)	-9	-3	-5	-2	-2	4	7	2.4	20
O=C(NCC(c1cccnc1)N1CCN(c2ccccc2F)CC1)c1ccccc1 (stereo not drawn)	1	-4	-3	0	-5	3	4	-0.4	12
CCn1c(SCC(=O)NNC(=O)c2ccc(OC)cc2)nnc1C1CC1	-21	-15	-17	3	1	-3	-16	1.0	-9
NCCc1c(-c2ccccc2)n(-c2ccccc2)c2ccccc12	61*	16	22	38*	-2	-3	-4	4.2	5
COc1ccc2c(c1)C(C1=C(O)CC(C)(C)CC1=O)C1=C(CC(C)(C)CC1=O)O2 (stereo not drawn)	15	39	13	5	-5	32	6	1.0	-2
